aSyn UTR inh = MLPCN primary screen, SNCA 5' untranslated region; alpha-synuclein 5'UTR reporter, inhibitor activity; 300,000 compounds, 0.82% hits; inhibition, % (tested at 7.5 µM); in the data active = inhibition above about 60%; inconclusive = no clear call, values can overlap the other calls;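 note: H4 neuroglioblastoma cells stably carrying SNCA 5'UTR luciferase fusion; 0% = DMSO wells and 100% = positive control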
HSP90 inh = HSP90 refolding inhibition in rabbit reticulocyte lysate | luciferase refolding luminescence, 3 h | inhibition, % at 5.6 µM | 290,000 compounds, 0.91% hits | AID 1789;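 active = inhibition above the screen-wide mean plus 3 SD, computed separately per campaign, cut at about 16% in these data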;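 note: 0% = DMSO wells and 100% = 60 µM geldanamycin wells; inhibitors lower the luminescence because luciferase stays unfolded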
KLF5 inh = suppresses KLF5 promoter-driven expression | 290,000 compounds, 0.23% hits | DLD-1 KLF5 promoter-luciferase reporter, luminescence | inhibition, % at 5 µM;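 active = inhibition above a per-plate limit of that plate's mean compound inhibition plus 3 SD, cut at about 60% in these data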;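 note: 0% = DMSO wells and 100% = LY294002 at 200 µM; higher means less KLF5 promoter-driven luciferase light; inactives centre near -14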
GSK3A inh = inhibitors of human GSK-3 alpha kinase | AID 2650 | inhibition, % at 10 µM | 320,000 compounds, 0.1% hits | ADP-Glo luminescence, 60 min;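 in the data active = inhibition above about 50%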;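 note: GST-tagged GSK-3 alpha with peptide substrate and 25 µM ATP; 0% = DMSO neutral wells and 100% = GW8510 positive control wells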
Target sequence (P49840 whole entry, looked up): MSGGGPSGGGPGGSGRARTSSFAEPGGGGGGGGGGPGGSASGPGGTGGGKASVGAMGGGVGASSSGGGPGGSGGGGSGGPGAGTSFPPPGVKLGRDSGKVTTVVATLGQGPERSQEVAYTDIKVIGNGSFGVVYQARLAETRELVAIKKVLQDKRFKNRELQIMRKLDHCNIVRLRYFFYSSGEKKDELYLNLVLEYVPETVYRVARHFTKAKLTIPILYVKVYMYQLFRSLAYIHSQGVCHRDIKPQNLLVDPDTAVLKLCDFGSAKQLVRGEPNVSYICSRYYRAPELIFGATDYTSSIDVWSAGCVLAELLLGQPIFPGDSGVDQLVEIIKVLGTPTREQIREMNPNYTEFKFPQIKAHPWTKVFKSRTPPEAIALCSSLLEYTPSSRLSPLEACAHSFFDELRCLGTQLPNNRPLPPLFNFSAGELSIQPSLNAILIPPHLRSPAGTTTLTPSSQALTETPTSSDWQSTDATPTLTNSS
HSF1 inh = HSF1 inhibition. NIH3T3-HGL HSE-luciferase, MG132-induced, luminescence 8 h; active compounds read low. activity change, negative = inhibition, % at 7.5 µM (by protocol). 300,000 compounds, 0.77% hits. AID 2098;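 active = more than half of replicate wells show activity change below -50%, luminescence cut by over half; inconclusive = some wells, but at most half, below -50%; inactive = no replicate well below -50%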;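 note: luciferase reports HSF-1 transcriptional activity via heat shock element; 0% = median of DMSO wells and -100% = zero luminescence signal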
HSF-1 act = increases HSF-1 driven luciferase reporter signal. NIH3T3-HGL HSF-1 luciferase reporter, MG132, 8 h; 100% = twice DMSO control signal. activation, % at 9 µM. 300,000 compounds, 1.7% hits. AID 504408;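 active = mean replicate activation of at least 50% with a set share of replicates each reaching 50%; inconclusive = only one of those two conditions met; inactive = mean below 50% and too few replicates reaching it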;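 note: 0% = median of the neutral control wells and 100% = twice that signal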
GSK3beta inhib = inhibitors of human GSK3beta kinase | P49841 | GST-GSK3beta kinase, ADP-Glo luminescence, 60 min; active compounds read low | activity score (negative = inhibition), % at 10 µM | 300,000 compounds, 0.038% hits | AID 2097;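 active = more than half of replicate wells score below -50%, meaning over 50% inhibition versus plate controls; inconclusive = some replicates but at most half score below -50%; inactive = no replicate scores below -50%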;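 note: 0% = median DMSO wells and -100% = median GW8510 positive control wells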
Target sequence (P49841 whole entry, looked up): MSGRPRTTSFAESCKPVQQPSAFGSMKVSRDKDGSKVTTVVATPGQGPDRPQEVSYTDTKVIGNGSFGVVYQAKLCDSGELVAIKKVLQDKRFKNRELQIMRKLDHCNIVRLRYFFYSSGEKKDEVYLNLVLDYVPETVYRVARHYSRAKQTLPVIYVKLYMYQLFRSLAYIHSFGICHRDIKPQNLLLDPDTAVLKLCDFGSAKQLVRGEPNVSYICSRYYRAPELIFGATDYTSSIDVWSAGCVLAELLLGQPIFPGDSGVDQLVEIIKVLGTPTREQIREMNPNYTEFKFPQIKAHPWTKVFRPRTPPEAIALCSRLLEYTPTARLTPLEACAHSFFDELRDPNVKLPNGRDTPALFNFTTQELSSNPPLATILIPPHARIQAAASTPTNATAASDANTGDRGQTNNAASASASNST
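Assay system: GST-tagged human GSK3beta kinase, cell-free; Input: 1.6 ng GSK3beta; Medium: Tris/MgCl2 kinase buffer; Timing: 60 min enzyme reaction, room temperature; Signal: ADP-Glo luminescence quantifying ADP generated by kinase; Evaluation: score relative to plate controls; Benchmarks: DMSO neutral wells and GW8510 at 20 µM as positive.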
IEC-6 cytotox = counter-screen for KLF5 inhibitors: cytotoxicity in IEC-6 cells; IEC-6 cytotoxicity, luminescence viability; inhibition, % at 5 µM; 290,000 compounds, 0.78% hits; in the data active = inhibition above about 22%;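 note: 0% = plate median of test compound wells and 100% = cytotoxic reference compound wells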
Dyrk1A ADPGlo = inhibitors of rat Dyrk1A kinase; Q63470; ADP-Glo luminescence, NFATc1 peptide; inhibition, % at 12.5 µM; 310,000 compounds, 0.43% hits; in the data active = inhibition above about 50%;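 note: plate controls were vehicle with enzyme for no effect and no enzyme for full effect; many of its hits are not listed in these tables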
Platelet DG rel = platelet dense granule release activity | human platelet-rich plasma, SFLLRN dense granule ATP release, luminescence | inhibition, %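 (compounds screened at 7.5 µM in platelet-rich plasma)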 | 300,000 compounds, 0.22% hits | AID 1663;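 active = mean replicate score, as percent of positive control, at or above 50; inconclusive = mean below 50 but at least one replicate at or above 50; inactive = mean and every replicate below 50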
The depositor's hits bear a star; ? = inconclusive; / = not tested or not shown.

Values run as follows: aSyn UTR inh	HSP90 inh	KLF5 inh	GSK3A inh	HSF1 inh	HSF-1 act	GSK3beta inhib	IEC-6 cytotox	Dyrk1A ADPGlo	Platelet DG rel
O=C(Cc1ccccc1)Nc1ccc(SC(F)F)cc1
→ -130.1	-4.7	-105.9	-6.3	17.8	39.7	1.6	2.1	-7.1	-2.8
COc1ccc(/C=C/c2ccncc2)cc1OC
→ 5.9	-0.3	-16.8	-5.7	12.7	32.6	1.5	1.6	2.7	-2.2
Cc1nc(Oc2ccc(S(=O)(=O)N3CCOCC3)cc2Cl)c2c3c(sc2n1)CCCC3
→ 15.0	-5.9	-28.1	-0.2	-8.6	1.8	0.2	-5.9	-1.0	-11.3
CN(C)S(=O)(=O)n1cc(/C=C(\NC(=O)c2ccccc2Cl)C(=O)N2CCOCC2)c2ccccc21
→ -0.2	-6.2	-22.4	-1.9	0.2	7.1	1.0	-5.4	/	6.7
Cn1c(=O)c2c(nc(N3CCCCCC3)n2CC(=O)c2ccccc2)n(C)c1=O
→ 18.3	2.3	-5.2	-3.1	4.5	-2.9	0.6	5.9	-1.7	11.6
Cc1ccc(OCc2nnc(SC(C)C(=O)O)n2-c2ccccc2)cc1 (stereo not drawn)
→ 4.3	0.0	-15.0	-2.7	-63.0*	-68.5	-0.6	-2.9	-6.5	-3.1
COc1ccccc1C/C(N)=N/O
→ 27.6	-4.7	-23.0	-2.1	-6.0	14.2	2.1	-4.7	-2.7	1.0
Cc1cccc(OCCC(=O)N(C)CC(=O)Nc2cccc3ccccc23)c1
→ -3.3	-4.8	4.7	7.9	3.5	14.1	2.0	-4.0	-2.1	3.6
N/C(=N\OC(=O)c1ccco1)c1ccc(Cl)cc1
→ -210.3	1.7	-60.7	/	15.0	24.6	0.9	-1.5	-4.4	-4.0
O=C(CSc1ncn[nH]1)Nc1nc(-c2ccccc2)ns1
→ -62.9	-1.6	-0.8	-2.5	8.9	20.0	-2.0	7.9	6.3	12.8
CCN(CC1CCCO1)C(=O)CCc1nnc(CCc2ccccc2OC)o1 (stereo not drawn)
→ 4.8	-7.1	-31.2	-2.3	2.8	-5.8	1.7	-2.3	-3.1	-5.4
Cc1ccccc1NC(=O)c1cc(N)ccc1N1CCCCC1
→ 8.7	2.2	-20.5	1.4	0.5	-9.6	-0.1	0.7	-2.5	2.3
CN(C)S(=O)(=O)Nc1ccc(NS(=O)(=O)N(C)C)c(S(=O)(=O)c2ccccc2)c1
→ 26.1	-1.7	-29.2	2.4	5.7	-1.4	1.3	1.4	3.2	-4.5
Cc1cc(C(=O)CN2C(=O)NC(C)(CC(C)C)C2=O)c(C)n1-c1ccc2c(c1)OCO2 (stereo not drawn)
→ 15.1	3.3	-7.4	5.5	-0.2	4.9	3.9	-7.6	2.0	9.2
O=C(CC1C(=O)NCCN1Cc1ccc(-c2ccccc2)cc1)NCCc1ccccn1 (stereo not drawn)
→ -24.0	-3.1	7.2	-1.7	9.5	16.1	0.6	-1.6	-0.3	-2.1
COc1ccc(Cl)cc1S(=O)(=O)N1CCC(O)(c2ccc(Cl)cc2)CC1
→ -9.7	4.2	-9.0	-2.2	2.1	-11.9	1.7	7.3	0.3	8.9
Cc1nn(C)c(C)c1NC(=O)CSc1nc(C2CC2)nc2c1cnn2-c1ccccc1
→ 29.8	-5.4	-41.7	-18.5	-4.2	-3.4	2.3	-0.6	-10.5	0.4
CCOC(=O)C1(Cc2cccc(OC)c2)CCCN(C(=O)c2ccc(OC)o2)C1 (stereo not drawn)
→ -125.8	-2.4	-103.4	-1.0	41.2	?	2.9	-3.2	15.4	-2.6
CC(=O)Nc1ccc(C2=NN(c3ccccc3)C(c3cccs3)C2)cc1 (stereo not drawn)
→ -39.0	-0.1	-17.5	0.7	14.1	28.6	-5.8	-6.4	-1.8	-2.1
O=C(NNC(=S)Nc1cccc(Cl)c1)c1ccccc1
→ -104.1	-0.5	-124.1	-2.1	27.4	28.7	3.3	-1.5	4.5	16.5
CN(C)c1ccc(/C=C/C=C2/SC(=S)N(c3ccccc3)C2=O)cc1
→ -76.0	34.4*	-59.6	/	-22.5	-23.6	3.4	-4.6	-20.3	4.3
Cc1ccc(S(=O)(=O)CC(=O)Nc2c(C)n(C)n(-c3ccccc3)c2=O)cc1
→ 0.1	1.9	-18.3	-2.0	-19.6	-4.6	1.7	1.2	-10.7	3.7
O=C(c1ccccn1)C1CCCN(Cc2nc(Cc3cccc(F)c3)no2)C1 (stereo not drawn)
→ 12.1	-1.9	-44.6	-0.4	0.0	5.7	2.9	-3.4	-5.3	2.5
c1ccc(CNc2nc(-c3cccnc3)nc3ccccc23)cc1
→ 34.1	4.9	-20.1	2.8	2.1	8.9	-2.7	-0.4	36.7	3.3
C=CCC1(O)C(=O)Nc2ccccc21 (stereo not drawn)
→ 2.1	0.3	-21.9	/	-2.0	0.2	2.5	-2.7	-5.0	-2.0
CCN(C(=O)CN1CCN(c2ccccc2F)CC1)c1c(N)n(Cc2ccccc2)c(=O)[nH]c1=O
→ -1.5	-2.5	-24.0	-0.9	0.1	-11.7	-3.6	1.4	-1.9	1.4
COc1ccc(C2CCCN2C(=S)Nc2c(C)cccc2C)cc1OC (stereo not drawn)
→ 20.0	0.3	-20.6	0.0	-3.2	-22.1	2.5	-1.1	-2.9	-7.1
N#Cc1ccc(C(=O)N2CCN(c3ncccn3)CC2)cc1
→ 4.0	-3.8	2.2	-0.6	1.4	10.4	2.7	-1.1	-2.5	-5.2
Cc1ccc(COc2ccc(-c3nnco3)cc2)cc1
→ -118.1	0.1	-134.5	-2.6	17.1	49.4	-1.6	-5.4	/	5.1
COc1ccc(S(=O)(=O)N2CCCC(C(=O)NCCc3ccccc3)C2)cc1 (stereo not drawn)
→ -13.6	-4.5	-20.8	-3.3	2.1	-5.0	0.2	-3.4	-6.3	1.2
Cc1ccc2c(c1)N(S(=O)(=O)c1ccc(CN3C(=O)c4cccnc4C3=O)s1)CCO2
→ -8.3	2.1	-21.4	-3.3	2.4	-9.3	-2.0	2.9	-1.6	-4.3
CC(=O)c1ccc(NC(=O)c2sc3nc(C)c(C)c(C)c3c2N)cc1
→ -232.9	-0.9	-94.0	-3.2	-2.2	-17.6	-0.7	4.5	14.5	6.7
CCn1c(=N)c(C(=O)NCCCOC)cc2c(=O)n3cccc(C)c3nc21
→ /	1.6	18.1	-7.0	/	/	/	9.6	0.3	/
CN1CCN(NC(=O)/C=C/c2ccc(C(C)(C)C)cc2)CC1
→ -9.0	1.0	-1.7	-2.4	-5.9	10.0	0.6	-1.8	-1.5	2.1
COCCn1c(Cc2ccccc2)nnc1SCC(=O)N(C)C
→ -2.2	0.1	4.5	0.5	4.0	20.4	2.6	-2.3	0.1	-2.4
C=CCN=C(CC)C1=C(O)CCCC1=O
→ 8.2	-3.0	-19.0	-0.4	-2.9	-7.2	1.3	-1.2	7.3	-2.6
CCOc1cc(/C=C(/C#N)C(=O)Nc2ccc(O)cc2)cc(Br)c1O
→ 83.7*	3.9	-9.7	7.7	-18.0	-22.1	-0.2	2.4	40.5	8.7
CCOc1ccc(/C=N/NC(=O)CN2CCCCCCC2)cc1
→ -4.7	2.8	-12.1	-39.4	/	/	0.0	4.4	0.1	4.3
Cc1ccnc(NC(=O)c2ccccc2NC(=O)c2ccc(Cl)cc2Cl)c1
→ 69.3*	1.7	67.2*	-4.7	-10.1	-4.6	-0.1	77.6*	/	4.4
CCOC(=O)N1CCN(Cc2cn[nH]c2-c2ccc(-c3ccccc3)cc2)CC1
→ -54.7	-1.9	-42.2	-3.5	19.5	33.2	-0.4	2.3	4.9	1.7
CCCCNC(=O)CSc1nnc(NC(C)=O)s1
→ 10.0	0.6	-9.3	2.2	-3.3	13.8	-4.5	0.3	-3.7	-6.6
COc1cc(C2NC(=O)NC(c3ccccc3)=C2C(C)=O)cc([N+](=O)[O-])c1O (stereo not drawn)
→ 16.7	-0.2	-0.2	1.3	-32.4	-46.8	-3.2	-2.8	-7.2	2.6
O=C1OC(Cc2ccncc2)C(O)=C1C1=NCCCN1 (stereo not drawn)
→ -23.4	0.6	-28.9	-2.0	2.5	-1.1	-0.7	-3.2	0.3	-9.6
CN(C(=S)NC(=O)c1ccccc1)C1CCCCC1
→ -8.6	1.7	-41.7	-1.4	-13.3	-4.9	0.8	0.0	-8.3	-2.7
Cc1cc(NC(=O)CSc2nccn2-c2cccc(Cl)c2)no1
→ -32.3	2.9	-34.2	-1.6	-1.9	5.0	2.0	-5.2	-4.9	-6.2
O=C(Nc1ccc(OC(F)(F)F)cc1)Nc1cccc([N+](=O)[O-])c1
→ 30.0	1.4	-14.4	3.1	3.4	3.8	-1.9	8.1	23.9	0.6
O=C(c1ccccn1)N(Cc1cc2ccccc2[nH]c1=O)C1CCCCC1
→ -21.8	0.8	28.9	1.8	5.7	-6.6	-0.2	1.4	-5.6	7.5
Cc1oc(-c2ccccc2Cl)nc1CSc1nc2c(c(=O)[nH]1)CCCC2
→ -3.6	-1.0	-0.3	0.9	2.6	-12.1	2.2	2.9	-4.4	25.7
CN(C)CCNC(=O)C(=O)Nc1cc2c3c(c1)CCN3C(=O)CC2
→ 16.9	-3.9	3.5	-0.8	2.4	6.6	1.1	1.4	5.7	-5.7
CCOC(=O)C1=C(C)N=C2SC(C)C(=O)N2C1/C=C/c1ccccc1OC (stereo not drawn)
→ -5.1	0.8	-13.5	-8.2	-3.1	1.6	-1.7	-6.3	-3.7	0.0

The list continues.
Values run as follows: aSyn UTR inh	HSP90 inh	KLF5 inh	GSK3A inh	HSF1 inh	HSF-1 act	GSK3beta inhib	IEC-6 cytotox	Dyrk1A ADPGlo	Platelet DG rel
CCC(C)c1ccc(OCC(=O)Nc2ccc3[nH]c(=O)[nH]c3c2)cc1 (stereo not drawn)
→ -37.6	-0.6	-8.7	-2.1	-8.8	-9.4	1.6	2.3	-2.3	-24.6
CCOC(=O)N1CCC(NC(=O)c2cc3c(=O)[nH]c4ccccc4c3n2C)CC1
→ 0.5	-1.2	-15.7	-4.6	-14.7	-31.6	0.2	-4.2	3.3	0.7
CCOC(=O)N1CCN(C(=O)c2ccc3c(=O)n(-c4cc(OC)ccc4OC)c(=S)[nH]c3c2)CC1
→ 22.0	-3.5	4.1	-3.1	-3.0	-3.6	0.0	-0.5	/	4.2
COc1ccc(CCN(C)C2CCCN(C(=O)CCSC)C2)cc1OC (stereo not drawn)
→ 0.5	1.9	-16.0	-4.9	-2.7	-5.5	2.7	-3.0	0.8	0.6
CCCCNc1c(N2CCN(C(=O)OCC)CC2)c(=O)c1=O
→ 6.5	2.5	-39.3	-2.7	-1.3	-2.3	1.4	0.6	-0.8	-9.7
COc1cc(NC(=O)C2CCN(c3cnccn3)CC2)cc(OC)c1OC
→ 11.4	5.6	-1.2	-1.5	-7.1	-9.9	-1.5	5.4	-10.0	-16.9

Assay outcomes as filed in PubChem.

A portion of the library; count on the stated rates, not on these rows.
